Screening results: PubChem BioAssay, several laboratories
MRP reversal: reversal of MRP1-mediated doxorubicin resistance, primary screen, H69AR cells, doxorubicin co-treatment. H69AR cells + 2 uM doxorubicin, CellTiter-Glo, 72 h. differential viability (reversal), % at 10 µM. 85,000 tested, 0.04% active;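 active = viability drop by adding the cancer drug above about 55%, with treated viability meeting a 40% cutoff, limit read from the data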;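 note: viability without doxorubicin minus viability with 2 µM doxorubicin for each compound; larger differential means the compound sensitizes cells more to doxorubicin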
NFkB transloc pot: enhancers of NFkB p65 translocation in HUVEC – imaging, IL-1B stimulus, high-content imaging, primary screen; HUVEC IL-1B NFkB p65 nuclear translocation imaging; activation, % at 2 µM; 94,000 tested, 0.3% active;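 active = activation above 40%, about the mean plus 3 SD, also judged a hit on visual image review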;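 note: percent activation is computed from the nuclear over cytoplasmic p65 intensity ratio; values of inactives mirror those of a sister screen read the other way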
PLAP inhibitors HTS: PLAP enzyme inhibitors, biochemical, luminescence, HTS (AID 690). Alkaline phosphatase, placental type (Homo sapiens). purified PLAP, luminescent substrate; higher % means a stronger effect. inhibition, % at 20 µM, or IC50 in µM where a hit was titrated. 96,000 tested, 0.08% active; in the data active = a potency from the dose series; inactive = the rest, 99 in 100 with inhibition below about 30%; note: strong numbers were not always called active
Bcl-B displacement: displacers of TR3 peptide from Bcl-B, primary screen, selectivity assay for Bfl-1 inhibitor project, biochemical, fluorescence polarization. Bcl-2-like protein 10 (Homo sapiens). FP displacement of FITC-TR3 peptide from Bcl-B; higher % means a stronger effect. displacement, % at 20 µM, or IC50 in µM where a hit was titrated. 96,000 tested, 0.11% active;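 active = displacement above 50% at 20 µM plus a fluorescence interference ratio under 1.5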;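 note: plate controls were wells without compound for no effect and wells lacking Bcl-B protein for full effect; a part of the inactive calls stands beside numbers as strong as those of hits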
NFkB transloc inh: inhibitors of IL-1B driven NFkB p65 nuclear import, primary screen, imaging, HUVEC, IL-1B stimulus, high-content imaging | HUVEC IL-1B NFkB p65 nuclear translocation imaging | inhibition, % at 2 µM | 94,000 tested, 0.43% active;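 active = inhibition above about 30% together with a positive call from visual inspection of the well image, limit read from the data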;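 note: nuclear over cytoplasmic p65 intensity ratio measured by imaging; 0% = IL-1B stimulated DMSO wells and 100% = unstimulated DMSO wells; values of inactives mirror those of a sister screen read the other way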
MRP reversal cytotoxicity: recorded beside MRP reversal, whose call it bears; viability, %; H69AR cells, CellTiter-Glo, 72 h; measured here: cytotoxicity without doxorubicin
MRP reversal with doxorubicin: also measured in MRP reversal; calls as there; viability, %; measured here: viability with 2 uM doxorubicin; hits give low values
NFkB transloc inh cell count 2 µM: second read-out of NFkB transloc inh, no call of its own (marks repeat the call); cell count; measured here: cells passing quality filter;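 raw number of nuclei counted in each imaged well without normalization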
NFkB transloc pot cell count 2 µM: second read-out of NFkB transloc pot, no call of its own (marks repeat the call); cell count; measured here: cells passing quality filter
The depositor's hits bear a star; · = no result given; & = joins results of further samples. These rows are one share of the data. The share of hits here may be higher or lower than overall.

Every second line gives: MRP reversal	MRP reversal cytotoxicity	MRP reversal with doxorubicin	NFkB transloc pot	NFkB transloc pot cell count 2 µM	PLAP inhibitors HTS	Bcl-B displacement	NFkB transloc inh	NFkB transloc inh cell count 2 µM
Cc1ccccc1C1=NC(c2ccc(F)cc2F)ON1 (stereo not given)
    19.8	100.9	81.1	1.2	219	-11.9%	-2.1%	-1.2	219
O=C(NCc1cccnc1)c1ccc(CS(=O)(=O)c2ccc(Br)cc2)o1
    1.4	89.3	87.8	-6.4	44	14.0%	9.6%	6.4	44
Cn1c(=O)cc(OCCCC(=O)NC2CCCC2)c2ccccc21
    6.3	65.4	59.1	10.4	186	-7.9%	8.8%	-10.4	186
CC1CCN(c2ccc(NC(=S)NC(=O)c3ccco3)cc2)CC1
    ·	·	·	-7.0	142	-14.5%	11.1%	7.0	142
CS/C(=C\[N+](=O)[O-])Nc1ccc(F)cc1
    1.0	84.0	82.9	4.7	73	-7.6%	-3.0%	-4.7	73
COc1ccc(NC(=O)C2CCN(C(=O)c3ccc(OC)cc3)CC2)cc1
    2.0	85.4	83.4	7.1	81	-30.9%	3.5%	-7.1	81
O=C(CSCc1ccc(Cl)cc1)NCC1CCCO1 (stereo not given)
    9.6	97.9	88.4	-6.5	73	2.3%	8.6%	6.5	73
O=C(CCC(=O)N1CCN(S(=O)(=O)c2ccccc2)CC1)c1cccs1
    -0.3	89.4	89.7	9.0	157	-31.6%	-5.6%	-9.0	157
O=C(c1ccco1)N1CCN(C(c2ccc(F)cc2)c2nnnn2CC2CCCO2)CC1 (stereo not given)
    -0.4	83.8	84.2	1.6	126	-40.9%	-0.4%	-1.6	126
COc1cc(/C=C/C(=O)c2c(O)ccc3c(C)cc(=O)oc23)ccc1O
    ·	·	·	9.3	185	6.5%	0.3%	-9.3	185

Complete entries, quoted from the list.
Entry for Cc1ccccc1C1=NC(c2ccc(F)cc2F)ON1 (stereo not given) : MRP reversal = 19.8; MRP reversal cytotoxicity = 100.9; MRP reversal with doxorubicin = 81.1; NFkB transloc pot = 1.2; NFkB transloc pot cell count 2 µM = 219; PLAP inhibitors HTS = -11.9%; Bcl-B displacement = -2.1%; NFkB transloc inh = -1.2; NFkB transloc inh cell count 2 µM = 219
Entry for COc1ccc(NC(=O)C2CCN(C(=O)c3ccc(OC)cc3)CC2)cc1 : MRP reversal = 2.0; MRP reversal cytotoxicity = 85.4; MRP reversal with doxorubicin = 83.4; NFkB transloc pot = 7.1; NFkB transloc pot cell count 2 µM = 81; PLAP inhibitors HTS = -30.9%; Bcl-B displacement = 3.5%; NFkB transloc inh = -7.1; NFkB transloc inh cell count 2 µM = 81
Entry for O=C(CCC(=O)N1CCN(S(=O)(=O)c2ccccc2)CC1)c1cccs1 : MRP reversal = -0.3; MRP reversal cytotoxicity = 89.4; MRP reversal with doxorubicin = 89.7; NFkB transloc pot = 9.0; NFkB transloc pot cell count 2 µM = 157; PLAP inhibitors HTS = -31.6%; Bcl-B displacement = -5.6%; NFkB transloc inh = -9.0; NFkB transloc inh cell count 2 µM = 157

Next results.
Every second line gives: MRP reversal	MRP reversal cytotoxicity	MRP reversal with doxorubicin	NFkB transloc pot	NFkB transloc pot cell count 2 µM	PLAP inhibitors HTS	Bcl-B displacement	NFkB transloc inh	NFkB transloc inh cell count 2 µM
Cc1cccc(OC(C)C(=O)N(Cc2cccs2)C2CCS(=O)(=O)C2)c1C (stereo not given)
    11.4	81.3	69.9	3.4	206	-68.4%	-0.4%	-3.4	206
COc1ccccc1N1CCN(C(=O)CCCn2c(=O)[nH]c3ccsc3c2=O)CC1
    ·	·	·	-5.7	77	-33.1%	1.4%	5.7	77
N#C/C(=C/c1cc(Br)cs1)C(=O)NCC1CCCO1 (stereo not given)
    ·	·	·	-97.2	19	-11.6%	-8.0%	97.2*	19*
Cc1nn(Cc2ccccc2Cl)c(C)c1NC(=O)c1nc2ncccn2n1
    -10.1	82.3	92.4	16.0	102	·	·	-16.0	102
O=C(NC1CCCCC1)c1cccnc1C(=O)O
    5.4	96.9	91.5	·	·	2.8%	4.0%	·	·
O=[N+]([O-])c1ccc(Cl)cc1Sc1cccc2cccnc12
    6.0	78.2	72.1	13.7	169	·	·	-13.7	169
CC1CN(c2cc(=O)n(Cc3ccc(F)cc3)c(=O)[nH]2)CC(C)O1 (stereo not given)
    12.2	89.6	77.4	·	·	0.2%	-2.7%	·	·
Cc1cc(NC(=O)c2c(Cl)cnn2C)no1
    ·	·	·	8.4	148	12.6%	4.7%	-8.4	148
CCOC(=O)C1=C(C)Nc2nc(SC)nn2C1c1ccc(C(=O)OC)cc1 (stereo not given)
    10.7	86.5	75.7	1.4	54	16.5%	-5.0%	0.7	54
N#Cc1cc2c(nc1SCC(=O)N1CCCCC1)CCCC2
    6.1	78.0	71.9	0.2	113	-16.8%	-6.4%	-0.2	113
CCN(CC)c1ccc(C2C3CCCCC3(O)CCN2CC(=O)Nc2ccccc2)cc1 (stereo not given)
    -7.8	71.3	79.2	2.3	201	-70.3%	6.9%	-2.3	201
O=C(CC(c1ccccc1)c1cc(Br)ccc1O)NCCN1CCOCC1 (stereo not given)
    20.8	104.4	83.6	33.4	140	-80.8%	-6.7%	-33.4	140
O=C(NC1CCCCC1)C1CC(O)CN1C(=O)OCc1ccccc1 (stereo not given)
    8.5	95.3	86.9	-23.8	117	-14.8%	-1.4%	23.8	117
O=C(NC(c1ccccc1)c1ccccc1)C1CCCN(S(=O)(=O)c2cnc[nH]2)C1 (stereo not given)
    -9.0	89.3	98.3	-0.8	188	-72.7%	-10.8%	0.8	188
CC1C/C(=N/O)C(C)CN1 (stereo not given)
    6.6	105.8	99.1	15.2	51	26.5%	14.8%	-15.3	51
COC(=O)CSc1nnc(-c2ccc(OC)cc2OC)o1
    -6.8	96.9	103.7	7.6	181	-32.5%	-0.5%	-7.6	181
COc1ccc(C2C(C(=O)Nc3ccccc3)=C(C)N=C3SCC(=O)N32)cc1 (stereo not given)
    5.4	95.1	89.7	31.2	114	·	·	-31.2	114
CC1CN(c2cc(=O)n(-c3ccccc3)c(=O)[nH]2)CC(C)O1 (stereo not given)
    2.1	100.6	98.5	·	·	13.0%	-4.2%	·	·
Cc1nc2nc[nH]n2c(=O)c1NC(=O)CC12CC3CC(CC(C3)C1)C2
    2.1&14.3	100.8&99.7	98.7&85.4	-2.2	173	-5.9%&-0.8%	-7.6%&1.1%	2.2	173
O=C(CCNS(=O)(=O)c1cccc2nsnc12)NC1CCCc2ccccc21 (stereo not given)
    13.7	95.1	81.4	·	·	8.2%	2.6%	·	·
Cc1ccc2c(c1)C(O)(CC(=O)c1ccc3c(c1)OCO3)C(=O)N2 (stereo not given)
    1.2	89.2	88.0	18.8	116	17.5%	0.9%	-18.8	116
Cn1c(-c2ccco2)nc2cc3ccccc3cc21
    -7.5	37.4	44.9	12.3	152	-9.4%	9.8%	-12.3	152
Cc1ccc(NC(=O)Cn2nc(C)cc2C)cc1
    8.3	103.4	95.1	-1.3	94	1.6%	-6.8%	1.3	94
CC(C)(C)c1cc(C(=O)N2CCN(c3ncccn3)CC2)ccn1
    0.7	107.0	106.4	-9.5	45	-1.2%	-8.1%	9.5	45
CC(C)Cc1nnc(NC(=O)CSc2nc(N)cc(=O)[nH]2)s1
    2.5	95.5	92.9	12.0	186	-12.2%	-1.8%	-12.0	186
COc1cccc(-n2cnc3scc(-c4cccs4)c3c2=O)c1
    8.1	103.1	95.0	5.2	93	-12.8%	2.5%	-5.2	93
O=C(CSc1nnc(-c2ccco2)n1Cc1ccco1)N1CCOCC1
    -2.4	89.4	91.8	·	·	1.5%	7.8%	·	·
CCCS(=O)(=O)N1CCC(C(=O)NC2CCCCC2C)CC1 (stereo not given)
    15.8	107.0	91.2	-2.1	138	-10.3%	3.4%	2.1	138
CC(C)C(=O)N1C2CCC1CC(O)(c1ccc(F)cc1)C2 (stereo not given)
    -11.8	92.2	104.0	-7.2	158	-10.5%	10.6%	7.2	158
CCc1nnc(NC(=O)CSc2nnc(-c3ccco3)n2CC)s1
    -1.4	87.5	88.9	10.8	139	-19.5%	-0.6%	-10.8	139
CN1CCN(CCC(=O)Nc2cccc(F)c2)CC1
    17.2	106.7	89.5	-4.1	184	9.3%	-3.9%	4.1	184
Cc1cccc(-c2cc3nc(C)cc(NCCCn4ccnc4)n3n2)c1
    -9.3	61.9	71.2	-11.7	131	-90.6%	1.5%	11.7	131
O=C(CC(c1ccco1)C1CCCCC1=O)c1ccccc1 (stereo not given)
    10.1	94.5	84.4	10.9	193	-41.0%	-0.4%	-10.9	193
Cc1ccc(N2C(=O)CSC2c2ccc3c(c2)OCO3)cc1 (stereo not given)
    0.4	97.1	96.7	11.3	188	-7.5%	-0.4%	-11.3	188
O=C1c2cccnc2C(=O)N1C1CCCCC1
    -8.0	94.4	102.4	3.8	46	5.4%	-3.3%	-1.7	46
Cc1ccc(-c2nc3ncccn3c2Nc2ccc3c(c2)OCCO3)o1
    8.1	82.3	74.1	13.0	180	-9.4%	6.1%	-13.0	180
CC1CN(Cc2nc3c(c(=O)n(C)c(=O)n3C)n2CCN2CCOCC2)CC(C)O1 (stereo not given)
    5.5	93.9	88.4	-14.1	113	-48.3%	3.7%	14.1	113
Cn1ncc(Cl)c(Oc2ccccc2)c1=O
    ·	·	·	-5.5	164	-24.5%	-4.7%	5.5	164
O=C(CCN1CCc2ccccc2C1)Nc1ccc2c(c1)OCO2
    -16.1	52.6	68.8	-3.7	132	20.9%	-3.8%	3.7	132
C/C(=N\NC(=O)c1ccccc1C)c1ccc(NC(=O)c2cccs2)cc1
    ·	·	·	-7.2	123	5.7%	7.6%	7.2	123
COc1ccc(S(=O)(=O)N(C)CC(=O)N2CCC(C(N)=O)CC2)cc1Cl
    ·	·	·	·	·	-18.5%	-12.9%	·	·
Cc1ccc(S(=O)(=O)N2CCC(C(=O)N[C@H](C(=O)NC3CCS(=O)(=O)C3)C(C)C)CC2)cc1 (stereo not given in full)
    ·	·	·	1.8	167	-6.2%	-0.7%	-1.8	167
Cc1ccc(S(=O)(=O)Cn2nnnc2C(c2ccccc2)N2CCN(c3ncccn3)CC2)cc1 (stereo not given)
    -26.0	45.8	71.8	4.2	58	-65.1%	0.4%	-4.2	58
CCCC(=O)NC(Nc1ccccc1OC)C(Cl)(Cl)Cl (stereo not given)
    ·	·	·	-10.4	113	13.3%	15.5%	10.4	113
Cc1ccc(C(C(=O)NC2CCCC2)N(C(=O)CCC(=O)Nc2cc(C)on2)c2ccccc2)cc1 (stereo not given)
    -0.2	94.8	95.0	18.0	71	·	·	-18.0	71
CC1=CS/C(=C(/C#N)C(=O)N2CCOCC2)N1c1ccccc1
    23.4	103.8	80.4	-0.9	82	-18.7%	-7.7%	2.9	82
C=C(C)C1CC=C(C)/C(=N/NC(=O)COc2ccc(C)cc2)C1 (stereo not given)
    13.9	85.5	71.6	9.2	146	·	·	-9.2	146
O=C(CCc1nc(-c2cccs2)no1)NCc1ccc(F)cc1Cl
    9.4	90.8	81.3	4.4	194	21.4%	18.4%	-4.4	194
CCOC(=O)N1CCN(Cc2c(F)cccc2Cl)CC1
    6.2	98.5	92.3	0.2	86	-2.7%	-6.7%	-0.2	86
N#CC1(Nc2ccccc2)C(=O)Nc2ccccc21 (stereo not given)
    4.2	86.5	82.3	5.8	165	-8.2%	-0.3%	-5.8	165
CCOC(=O)Cc1csc(NC(=O)CSc2nnc(C(C)C)n2CC)n1
    6.5	110.1	103.5	-8.9	175	·	·	8.9	175
C=CCNc1oc(-c2ccc(OC)cc2)nc1C#N
    18.2	95.6	77.3	-6.3	107	10.0%	-1.7%	6.3	107
COc1ccc(Cn2c(-c3ccco3)nc3oc4cc(OC)ccc4c(=O)c3c2=O)cc1
    -3.5	19.9	23.4	-4.9	77	12.8%	3.8%	4.9	77
